# Screening results (PubChem BioAssay)
# PREPL inhibitor: PREPL enzyme inhibitors, primary screen, biochemical, fluorescence polarization. hit rate 0.68% among 320,000. Prolyl endopeptidase-like (Homo sapiens), Q4J6C6. recombinant PREPL, fluorescence polarization activity-based probe. inhibition, % at 5.96 µM; in the data active = inhibition above about 43%;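 note: 0% = enzyme with DMSO and 100% = wells lacking enzyme; many of its hits are not listed in these tables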
# EBNA-1 inh: EBNA-1 DNA-binding inhibitors, primary screen, biochemical, fluorescence polarization | inhibition, % at 14.8 µM | AID 1950, 2009 | hit rate 0.34% among 300,000; in the data active = inhibition above about 28%
# PAFAH2 inh: PAFAH2 enzyme inhibitors, primary screen, biochemical, fluorescence polarization, human; Platelet-activating factor acetylhydrolase 2, cytoplasmic (Homo sapiens), Q99487; recombinant PAFAH2, FP-rhodamine activity probe; inhibition, % at 3.39 µM; hit rate 0.99% among 340,000; AID 492956, 2010;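 active = inhibition above the mean over all tested compounds plus 3 SD, cut at about 30% in these data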;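 note: inhibitors block probe labeling of enzyme so polarization drops; 0% = enzyme with DMSO and 100% = wells lacking PAFAH2 protein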
# LYPLA1 inh: LYPLA1 inhibitors, primary screen, counter-screen for PME1 inhibitor project, biochemical, fluorescence polarization, FP-Rh probe ABPP; inhibition, % at 5.9 µM; hit rate 0.16% among 320,000; recombinant LYPLA1; Acyl-protein thioesterase 1 (Homo sapiens), O75608; AID 2174, 2009;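 active = inhibition above the mean of all tested compounds plus 3 SD, set per campaign, cut at about 14% in these data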;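 note: inhibitors block serine hydrolase probe labeling of LYPLA1 so polarization falls; 0% = enzyme with DMSO and 100% = wells lacking LYPLA1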
# pPAFAH inh: pPAFAH enzyme inhibitors, primary screen, biochemical, fluorescence polarization, human; AID 463082, 2010; inhibition, % at 3.39 µM; recombinant pPAFAH, FP-rhodamine probe fluorescence polarization; Platelet-activating factor acetylhydrolase (Homo sapiens), Q13093; hit rate 1.5% among 330,000;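 active = inhibition above the mean inhibition across the screen plus 3 SD, cut at about 25% in these data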;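 note: inhibitors block binding of the rhodamine activity-based probe so polarization drops; 0% = enzyme with DMSO and 100% = wells lacking pPAFAH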
# Target sequence (Q13093 whole entry, looked up): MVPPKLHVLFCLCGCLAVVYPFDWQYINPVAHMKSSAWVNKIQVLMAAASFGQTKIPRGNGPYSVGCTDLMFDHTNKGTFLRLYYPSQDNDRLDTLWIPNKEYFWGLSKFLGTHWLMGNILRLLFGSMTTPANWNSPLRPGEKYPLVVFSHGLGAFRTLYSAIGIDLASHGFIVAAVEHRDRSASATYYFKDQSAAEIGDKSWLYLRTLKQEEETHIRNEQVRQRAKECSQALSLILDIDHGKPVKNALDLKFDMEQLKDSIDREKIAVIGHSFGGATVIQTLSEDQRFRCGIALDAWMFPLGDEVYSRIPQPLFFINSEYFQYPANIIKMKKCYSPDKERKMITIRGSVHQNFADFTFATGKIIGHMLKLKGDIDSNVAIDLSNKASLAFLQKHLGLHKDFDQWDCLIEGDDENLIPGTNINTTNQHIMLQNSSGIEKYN
# PAFAH1B3 inh: PAFAH1B3 enzyme inhibitors, primary screen, biochemical, fluorescence polarization, human. AID 492972, 2010. inhibition, % at 3.39 µM. Platelet-activating factor acetylhydrolase IB subunit alpha1 (Homo sapiens), Q15102. recombinant PAFAH1B3, FP-rhodamine probe. hit rate 0.28% among 340,000;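 active = inhibition above the screen-wide average of all tested compounds plus 3 SD, cut at about 25% in these data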;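 note: 0% = enzyme with DMSO only and 100% = wells lacking PAFAH1B3 protein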
# Target sequence (Q15102 whole entry, looked up): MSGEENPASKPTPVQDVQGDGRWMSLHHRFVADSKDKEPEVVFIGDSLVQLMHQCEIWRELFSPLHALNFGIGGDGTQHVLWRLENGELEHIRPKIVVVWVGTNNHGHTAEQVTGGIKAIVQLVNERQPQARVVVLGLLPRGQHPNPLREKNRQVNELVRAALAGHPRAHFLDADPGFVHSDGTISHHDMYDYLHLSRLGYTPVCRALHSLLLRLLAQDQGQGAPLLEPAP
# ZTA counter: ZTA (EBV) inhibition in EBNA-1 counter-screen; P03206; ZTA-DNA binding, fluorescence polarization; inhibition, % at 11 µM; hit rate 0.15% among 320,000; in the data active = inhibition above about 33%
# LYPLA2 inh: LYPLA2 inhibitors, primary screen, counter-screen for PME1 inhibitor project, biochemical, fluorescence polarization, FP-Rh probe ABPP. Acyl-protein thioesterase 2 (Homo sapiens), O95372. recombinant LYPLA2. inhibition, % at 5.9 µM. hit rate 0.38% among 320,000. AID 2177, 2009;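 active = inhibition above the screen-wide mean plus 3 SD, limit set per campaign, cut at about 26% in these data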;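 note: 0% = LYPLA2 with DMSO and 100% = wells lacking LYPLA2 enzyme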
# Target sequence (O95372 whole entry, looked up): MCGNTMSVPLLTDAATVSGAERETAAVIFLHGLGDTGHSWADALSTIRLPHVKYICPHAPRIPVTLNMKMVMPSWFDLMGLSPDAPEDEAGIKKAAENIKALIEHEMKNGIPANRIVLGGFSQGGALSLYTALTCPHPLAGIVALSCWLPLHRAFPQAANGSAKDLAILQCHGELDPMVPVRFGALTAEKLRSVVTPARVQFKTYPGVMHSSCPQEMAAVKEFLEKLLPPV
# PAFAH1B2 FP inh: PAFAH1B2 enzyme inhibitors, primary screen, biochemical, fluorescence polarization, human; recombinant PAFAH1B2, FP-rhodamine activity probe; inhibition, % at 3.39 µM; hit rate 1.2% among 340,000; AID 492953, 2010;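 active = inhibition above the mean of all tested compounds plus 3 SD, cut at about 24% in these data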;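 note: 0% = enzyme with DMSO and 100% = wells lacking PAFAH1B2; many of its hits are not listed in these tables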
# * marks the source's active call; other numbers are inactive results; nt = no result given. A portion of the library; rates above refer to the full screens.
Molecule,ZTA counter,PAFAH2 inh,LYPLA2 inh,pPAFAH inh,PREPL inhibitor,PAFAH1B2 FP inh,LYPLA1 inh,EBNA-1 inh,PAFAH1B3 inh
COc1ccc(S(=O)(=O)Nc2cccc3c2O[C@H](CN(C)S(=O)(=O)c2ccc(F)cc2)[C@H](C)CN([C@H](C)CO)C3=O)cc1,nt,-4,nt,-4,8,3,nt,nt,9
COc1cccc(CN2CCN(Cc3ccc(C)o3)CC2CCO)c1 (centres undefined),-1,4,10,8,7,3,4,0,-3
c1ccc2c(Nc3nnc(-c4ccncc4)s3)cccc2c1,-1,-3,-4,-1,31,3,-10,-20,3
C=CCn1c(SCc2cccc(F)c2)nc2cc(C(=O)N3CCC(C(N)=O)CC3)ccc2c1=O,15,2,8,21,15,1,0,7,5
O=C(N/N=C\c1cccs1)c1ccccc1-n1cccc1,5,3,-1,-2,-2,-2,0,-1,4
COc1ccccc1N1CCN(/N=C\c2ccccc2)CC1,-14,-4,4,-1,-2,-5,5,-13,4
CC(C)(C)n1nnnc1C(c1cccs1)N(Cc1ccccc1)Cc1ccco1 (centres undefined),-7,-7,9,7,-2,-3,3,-4,-2
CCN(CC)c1ccc(N=CN2CCOCC2)cc1,-10,0,0,4,33,2,2,-3,-4
CCc1ccccc1N(C(C)=O)c1nc(CCl)cs1,12,-3,-4,-1,-6,2,0,-1,9
CC(C)(C)NC(=O)C(=O)NNC(=O)C12CC3CC(CC(C3)C1)C2,0,8,6,-2,24,17,3,4,8
CCOC(=O)N1CCN(C(=O)C2CCN(S(=O)(=O)c3ccc(NC(C)=O)cc3)CC2)CC1,17,-4,3,1,5,6,2,-4,5
Cc1ccc(NC(=O)Cc2c(Cl)cccc2Cl)cc1S(=O)(=O)N(C)C,-2,-6,3,4,6,-2,-6,-13,-2
O=C(CN1CCN(c2ccc(O)cc2)CC1)N1CCc2ccccc21,6,4,-3,24,27,7,0,7,11
CCS(=O)(=O)N1CCC(C(=O)NCCCN2CCCCCC2)CC1,-13,-3,-1,-6,11,3,3,-15,6
Cc1cc(O)ccc1Nc1nc(-c2cccs2)cs1,0,7,16,7,26,13,1,-3,0
COc1ccccc1CNC(=O)CSc1nc2ccccc2c(=O)n1CCCN1CCOCC1,-21,-8,2,2,2,-1,-4,1,-9
O=C(c1ccc2ncsc2c1)N1CCCCC1,-12,-2,3,1,9,2,-1,-6,-2
CC(C)(C)[C@@H]1C=C(C(=O)Nc2ccccc2)O[C@H](OCc2ccc(CO)cc2)C1,2,-2,-4,-5,8,7,-4,-3,8
COC(=O)c1ccc(C(=O)OC)c(NC(=S)N2CCC(C(N)=O)CC2)c1,-12,-4,2,2,1,2,0,-4,4
COC(=O)c1ccc(COc2ccc(F)cc2)o1,5,-8,3,6,8,-1,3,4,5
CN(C)Cc1ccccc1C(O)(c1ccccc1)c1ccccc1,2,-1,5,5,23,-1,-2,-9,0
CCOCCc1nnc(NC(=O)COC)s1,-1,2,-5,7,7,-1,-2,9,2
CCCCCC1CC(=O)C=C(C)C1C(=O)OC (centres undefined),0,6,2,3,-5,2,-1,4,3
O=C(COC(=O)c1cc([N+](=O)[O-])ccc1NCc1ccccc1)NC1CCCCC1,-2,9,12,1,12,2,2,6,3
CCCC(=O)NC(=S)Nc1ccccc1OC,5,2,0,2,7,-5,1,8,-5
CC(=O)Nc1ccc(OCC(=O)NCCc2ccccc2)cc1,-2,6,3,3,10,4,0,-11,6
CCN(CC)CCCN1C(=O)C(O)=C(C(=O)c2ccc(C)o2)C1c1ccc(C)o1 (centres undefined),-7,-10,-1,-6,4,0,0,-9,9
CC(C)Cc1nnc(NC(=O)CSc2nc(-c3ccccc3)cc(=O)[nH]2)s1,6,-4,-3,-5,-8,11,-2,3,-1
Cc1cccc(C(=O)Nc2cccc3c2CCCC3)c1,-9,5,5,-1,7,5,-1,-7,-2
Cc1c(C(=O)N(C)c2ccccc2Cl)cnn1-c1ccccc1,-11,2,-1,5,0,6,0,5,3
O=C(c1csc2c1CCCC2)N1CCN(c2ncccn2)CC1,4,3,4,2,2,-2,0,0,-3
Cc1ccccc1-c1noc(CNC(=O)c2ccco2)n1,5,-3,-7,0,-6,-1,-1,0,2
COCCn1c(SCC(=O)NCCc2ccc(OC)c(OC)c2)nc2c([nH]c3ccccc32)c1=O,10,-2,-4,0,-1,3,1,3,9
Cc1ccc(C)c(S(=O)(=O)Nc2ccc(C(=O)NCCc3ccccn3)cc2)c1,5,1,3,0,-1,4,-1,2,11
O=C(NC(C(=O)N1CCCC1C(=O)O)=C1CCCCC1)c1ccccc1 (centres undefined),-11,6,3,6,4,2,1,9,5
O=C(NC1CCCC1)C(c1c[nH]c2ccccc12)N(C(=O)Cn1nnc(-c2ccc(Cl)cc2)n1)c1ccccc1 (centres undefined),6,-11,-7,-3,11,-3,-4,-4,-10
COc1ccc(N2CCN(C(=O)[C@@H]3CCCN3C3=NS(=O)(=O)c4ccccc43)CC2)cc1,5,-5,-2,8,21,3,-5,nt,-12
CCCCn1c(-c2ccccc2)nc2c(=O)n(C)c(=O)[nH]c21,5,4,-1,-1,-6,1,-1,7,2
CCS(=O)c1ccccc1C(=O)OCC(=O)Nc1cccc(S(=O)(=O)N2CCCCC2)c1 (centres undefined),0,59*,1,-2,11,0,-1,nt,-7
O=C(Cc1ccccc1[N+](=O)[O-])NCCCc1ccccc1,12,5,-6,7,-5,4,-1,-4,0
CC(=O)Oc1ccc(C23CC4CC(CC(C4)C2)C3)cc1C(=O)O,3,nt,5,4,4,nt,1,18,nt
CCOC(=O)CSc1nc(COc2ccccc2)nc2ccccc12,-22,2,-8,9,2,1,0,-6,1
Nc1cc(=O)[nH]c(=O)n1CC1CC1,2,2,-2,4,15,2,-5,4,12
COc1nc(OC)nc(N2CCC(NC(=O)C(Cc3ccc(C(C)C)cc3)NC(C)=O)CC2)n1 (centres undefined),-4,1,3,-9,8,4,1,-5,2
CCOC(=O)c1[nH]c2c(c1C)C(=O)CC(c1ccco1)C2 (centres undefined),-11,4,4,12,9,2,-2,7,-3
C/C(=N\NC(=O)C(C)Oc1ccc([N+](=O)[O-])cc1)c1ccccn1 (centres undefined),-2,-2,-3,3,25,4,1,10,3
CCOC(=O)c1sc(=S)n(CC)c1N,11,-5,8,8,15,2,6,3,5
CCC(Sc1nc2n[nH]c(C)c2c(=N)n1-c1cccc(Cl)c1)C(=O)NCCOC (centres undefined),-4,4,1,2,1,-2,-5,1,6
COC(=O)[C@@H]1C(c2c(OC)cc(OC)cc2OC)=NO[C@H]1C(=O)OC,-7,3,1,5,-3,3,1,6,-8
CCCCNC(=O)C(=O)NC(C)CCc1ccccc1 (centres undefined),7,-2,3,3,-13,6,-3,5,-6
O=C1CC(=O)N(CCc2ccc(F)cc2)C(=O)N1,9,2,-3,8,10,-1,-1,2,0
CCOC(=O)C1=C(c2ccccc2)Nc2ncnn2C1c1ccccn1 (centres undefined),2,-2,-8,-8,-2,6,-1,-8,10
Cc1cc(C)n(-c2nnc(C)n2NC(=O)c2cccc(Cl)c2)n1,-3,-3,4,0,-2,0,1,5,-3
COc1cc(F)c(C2=CC(=O)C[C@H](c3ccc(Cl)cc3)C2)cc1F,-7,-4,5,-1,-18,3,-1,nt,-9
CP(=O)(Nc1cc(Cl)ccc1Cl)c1nc2c(s1)CCCC2 (centres undefined),11,1,-3,0,-5,5,-2,9,3
O=C(COC(=O)c1ccc(OC(F)F)cc1)NCCCN1CCCC1=O,5,5,-4,5,15,0,3,19,-3
O=C(Nc1nnc(N2CCCCCC2)s1)c1cc(-c2ccc(Br)cc2)on1,22,7,1,6,13,14,0,4,8
Cc1cc(=O)[nH]c(N/N=C/c2ccc(C)o2)n1,-5,3,-2,2,14,2,3,2,8
CC(=O)NC1CC2CCCC(C1)N2S(=O)(=O)c1ccccc1 (centres undefined),4,-3,1,0,1,3,-3,-4,-2
Cc1ccc(C)c(N2CCN(C(=O)C34CC5CC(C3)CC(n3nnc(C)n3)(C5)C4)CC2)c1,1,4,2,7,30,1,-1,4,11

# Next part
Molecule,ZTA counter,PAFAH2 inh,LYPLA2 inh,pPAFAH inh,PREPL inhibitor,PAFAH1B2 FP inh,LYPLA1 inh,EBNA-1 inh,PAFAH1B3 inh
Cc1nn(-c2ccc(N3CCOCC3)nn2)c(C)c1CCC(=O)N1CCN(C)CC1,-6,3,11,4,-4,4,1,11,10
N#Cc1ccccc1N=C1CCCN1Cc1ccccc1,-6,-3,-2,-7,-2,0,-2,7,8
CSCC[C@H](NC(=O)NCCC1=CCCCC1)C(=O)O,8,5,-5,-5,0,14,-6,5,6
NC(=O)C1=C[C@H](c2ccc3c(c2)OCO3)C[C@H](OCc2ccc(CO)cc2)O1,-9,5,0,-1,-1,5,-1,2,7
CCC(=O)N1CCc2cc(S(=O)(=O)CCC(=O)N(C)c3ccc(OC)cc3)ccc21,-8,-1,4,4,-4,2,0,-3,0
C/C(=N\NC(=O)c1ccc(CN2CCOCC2)cc1)c1cccc([N+](=O)[O-])c1,-8,-1,12,6,1,3,1,-7,6
COC(=O)c1ccc(N=NN2CCCCC2)cc1,3,0,0,-1,6,3,0,2,6
CC1CCc2c(sc(NC(=O)CCc3nc4ccccc4c(=O)[nH]3)c2C#N)C1 (centres undefined),-4,2,-8,8,12,1,-5,nt,-1
COc1ccc(/C=C/C(=O)O)cc1S(=O)(=O)Nc1ccc2c(c1)OCO2,-2,0,-6,7,3,-2,-3,-1,1
CCOc1ccccc1NC(=O)CSc1nnnn1-c1ccccc1,-2,10,-1,4,12,1,0,-1,7
CC(NC(=O)Nc1ccc(F)cc1F)c1ccc2c(c1)OCO2 (centres undefined),-2,2,-1,0,-3,11,-6,0,9
Cn1c(N/N=C/c2cc3ccccc3nc2Cl)nc2ccccc21,2,-13,0,2,23,0,1,-5,-1
Nc1cc(C(=O)c2cccs2)ccc1Cl,-8,2,3,14,-19,6,-2,-6,8
O=C(Cn1c(-c2ccccc2)c[n+]2ccsc12)c1ccc([N+](=O)[O-])cc1,8,5,2,4,19,-1,-2,3,2
CCN(CC(=O)NCc1cccs1)CC(=O)Nc1ccc(C(N)=O)cc1,nt,4,nt,1,-8,-1,nt,nt,5
CC(C)CC(=O)Nc1nnc(CCc2ccccc2)s1,8,0,6,4,-3,9,-1,7,4
COc1ccc(-n2c(SCC(=O)Nc3cccc(C(=O)O)c3)nnc2-c2ccco2)cc1,6,6,3,2,-3,8,5,7,6
Cc1ccc(NC(=S)N2CCN(S(C)(=O)=O)CC2)cc1Cl,4,1,5,2,-4,1,-1,13,3
